High-throughput results as filed in PubChem.
PGC1a acetyl inh = PGC1a acetylation modulation, inhibitor mode | U2OS PGC1a acetylation, AlphaScreen anti-acetyl-lysine; with virally co-expressed GCN5 acetyltransferase | inhibition, % at 15.6 µM | 350,000 tested, 0.17% active;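 active = every replicate shows inhibition of at least 40%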;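 also: 0% = neutral control wells and 100% = positive control wells; some results beyond the cut were filed as inactive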
Statin myotox sup = suppressors of simvastatin-induced myotoxicity in C2C12 myotubes. AID 602340. ATP luminescence, 48 h; scaled: DMSO 0, geranylgeraniol control 100. 330,000 tested, 0.78% active. rescue of ATP level, % at 7.49 µM;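 active = mean ATP rescue above about 67%, or every replicate alone reaching that limit, limit read from the data, passing the limit was not always enough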;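 also: myotubes were challenged with 10 µM simvastatin during compound exposure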
INS-1E GSIS act = primary screen for activators of insulin secretion dependent on glucose, INS-1E cells, GLuc reporter luminescence | AID 743287 | 370,000 tested, 0.61% active | INS-1E GLuc reporter insulin secretion, 2-3 h | activation, % at 16.6 µM;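 active = lowest replicate activation of at least 40%, so every replicate reaches that level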;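 also: 0% = median of neutral control wells and 100% = median of IBMX positive control wells; some compounds called inactive have numbers as strong as hits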
miR122 inh = miR-122 inhibition in Huh7 cells; AID 602342; Huh7 miR-122 Renilla luciferase sensor, 48 h; neutral wells = 0, positive control = 100; activation (reporter increase), % at 12.5 µM; 340,000 tested, 0.3% active;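 active = mean replicate activation score at least 90 and every replicate individually at or above 90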;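 also: higher luciferase means less miR-122 activity so hits act as miR-122 inhibitors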
Cneo AK release = causes C. neoformans cell lysis | adenylate kinase release luminescence, 4 h; normalised: neutral wells 0, clomiphene wells 100 | AID 651654 | 360,000 tested, 0.2% active | lysis activity, % at 15 µM;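 active = mean lysis activity across replicates of at least 80%, whatever share of replicates individually reach that level; inactive = mean lysis activity below 80%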
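Assay system: log-phase C. neoformans yeast / Quantity: yeast cell density of 5 × 10^6 cells/mL / Medium: fresh YPD growth medium / Compound: single dose / Timing: static 4 h at 37 °C with compound, 1 h detection / Measured by: adenylate kinase release luminescence / Read-out: lysis from increased AK signal / Benchmarks: Clomiphene as positive lysis control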
F508del corr = CFTR F508del correction in bronchial cells. CFBE cells, YFP halide quenching; stimulated with forskolin plus potentiator P3; % fluorescence drop versus neutral controls. activity (quench increase), % at 7.58 µM. 350,000 tested, 0.36% active. AID 720511;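 active = mean added fluorescence quench of at least 8% versus neutral control, with both replicates also reaching 8%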;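 also: cells transiently co-express mutant CFTR-F508del with the halide-sensitive YFP; corrector assay measuring rescue of mutant channel to the surface after 24 h compound exposure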
FN deposit inh = fibronectin deposition inhibition; AH1F fibroblasts, Alexa488-fibronectin deposition fluorescence, overnight; 350,000 tested, 0.086% active; AID 743247; inhibition, % at 12.6 µM;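 active = mean inhibition across replicates of 30% or more, regardless of how many single replicates reach that level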;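 also: positive control wells lacked labelled fibronectin entirely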
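Material – AH1F fibroblast monolayer, labelled fibronectin deposition · Reagent – labelled fibronectin 24 nM · Timing – 1 h adhesion, overnight exposure · Measured by – fluorescence at 485 nm excitation, 525 nm emission · Read-out – inhibition of fibronectin deposition signal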
PglD DTNB = PglD (C. jejuni) enzyme inhibition. purified PglD enzyme, DTNB colorimetric CoA detection. inhibition, % at 12.5 µM. 360,000 tested, 0.098% active; in the data active = inhibition above about 16%, passing the limit was not always enough; also: strong numbers were not always called active
Numbers without * were called inactive; / = not tested or not shown; [ ] = remark or other dose.

SMILES | PGC1a acetyl inh | Statin myotox sup | INS-1E GSIS act | miR122 inh | Cneo AK release | F508del corr | FN deposit inh | PglD DTNB
CCCCc1ccc(NC(=O)COC(=O)c2ccc3ncsc3c2)cc1 | -1.3 | -7.1 | 18.4 | -13.9 | 9.9 | -2.1 | -10.5 | 1.9
C[C@@H]1CN([C@H](C)CO)C(=O)c2cccc(NS(=O)(=O)c3ccccc3)c2O[C@H]1CN(C)C(=O)Nc1cccc2ccccc12 | 5.9 | 36.6 | 0.8 | -10.1[16.7 µM] | -6.0 | -3.2 | / | 2.9
Cc1occc1C(=O)NCCc1ccc(Cl)cc1 | -23.9 | -20.1 | / | -3.6 | 0.6 | / | / | 3.8
COc1ccc(OCCN2CCC(C(=O)NC(c3ccccc3)c3ccc4ccccc4n3)CC2)cc1 (stereo unspecified) | / | -10.7 | / | -12.1 | 5.7 | / | / | 1.6
CCCN1C[C@H](C)[C@H](OC)CN(C)C(=O)c2cc(NC(=O)Nc3cccc(OC)c3)ccc2OC[C@H]1C | -4.2 | -9.3 | 9.1 | 8.5[16.7 µM] | / | 3.1 | -8.1 | /
CCCCc1cc(=O)oc2cc(OC3CCCCC3=O)ccc12 (stereo unspecified) | -2.3 | -10.2 | -4.3 | 5.3 | 6.4 | -0.3 | 5.0 | -5.5
CC(C)NC(=O)Nc1ccc2c(c1)C(=O)N([C@H](C)CO)C[C@@H](C)[C@@H](CN(C)C(=O)Nc1ccccc1)O2 | 10.5 | -5.2 | 3.3 | -7.9[16.7 µM] | -1.8 | 0.8 | / | -2.7
O=C(NCc1ccco1)c1ccc(N2CCCCC2)c([N+](=O)[O-])c1 | 0.8 | / | -3.6 | -0.1 | 2.8 | / | -4.4 | 0.5
O=C(c1cccc(NC2=NC3CS(=O)(=O)CC3S2)c1)N1CCN(c2ncccn2)CC1 (stereo unspecified) | -4.4 | -4.5 | 18.9 | -2.9 | -1.8 | -4.9 | 1.5 | 1.9
Cc1ccc(C)c(C(=O)CSc2n[nH]c(C(C)C)n2)c1 | 12.1 | -27.3 | / | -5.3 | 7.8 | / | 0.2 | 2.7
COc1ccccc1CCNC(=O)C(=O)NCC1OCCCN1S(=O)(=O)c1cc(C)ccc1C (stereo unspecified) | 1.8 | -2.2 | -21.4 | -5.3 | 2.4 | 2.0 | 3.9 | -4.0
CCCN1[C@@H]2Cn3c(ccc(/C=C/c4ccccc4)c3=O)[C@H]1[C@@H](C(=O)NCC1CC1)[C@@H]2CO | / | 8.4 | -7.1 | -5.3[16.7 µM] | 3.2 | 0.0 | / | 1.7
Cc1ccc(NC(=O)c2ccncc2)cc1[N+](=O)[O-] | -2.2 | 3.1 | 14.2 | -4.9 | 0.0 | / | 1.2 | -1.6
COCCCNC(=O)CSC1=Nc2ccccc2C2=NC(CC(=O)NCc3ccccc3)C(=O)N12 (stereo unspecified) | 18.8 | -1.3 | / | -8.4 | -6.1 | / | -10.6 | -2.4
C[C@@H]1CN([C@@H](C)CO)S(=O)(=O)c2ccc(C#Cc3ccccc3)cc2O[C@@H]1CN(C)S(=O)(=O)c1ccccc1F | 3.8 | -18.5 | 6.3 | 16.0[16.7 µM] | -0.8 | 2.0 | / | 0.6
COc1ccc(C(=O)Nc2nnc(SCC(=O)Nc3ccc(NC(C)=O)cc3)s2)c(OC)c1 | / | -0.4 | 8.6 | -2.6 | -0.2 | -2.4 | 0.7 | 2.1
CN(c1ccc(C(=O)Nc2cccc(O)c2)cc1)S(=O)(=O)c1ccccc1 | -4.6 | -5.7 | 6.4 | 0.3 | -0.6 | -2.3 | 10.0 | -0.6
CCCC(=O)Nc1ccc2c(c1)OC[C@H](C)N(C(=O)c1cccnc1)C[C@@H](C)[C@@H](OC)CN(C)C2=O | 7.0 | -4.8 | -8.2 | / | -1.6 | -2.0 | -7.6 | 0.4
O=C(c1ccc2c(c1)CCC2)N1CCN(Cc2c(F)cccc2Cl)CC1 | 3.4 | -0.5 | / | -3.0 | -0.9 | 0.9 | 3.5 | 4.1
C[C@@H]1CCCCO[C@@H](CN(C)C(=O)Nc2ccc(F)cc2)[C@@H](C)CN([C@H](C)CO)C(=O)c2cc(NC(=O)Nc3ccccc3)ccc2O1 | -10.9 | -8.5 | 18.0 | 11.8[16.7 µM] | -5.3 | -1.0 | 6.9 | -1.1

Part of the list above, as labelled records:
> COCCCNC(=O)CSC1=Nc2ccccc2C2=NC(CC(=O)NCc3ccccc3)C(=O)N12 (stereo unspecified)
  PGC1a acetyl inh: 18.8; Statin myotox sup: -1.3; INS-1E GSIS act: /; miR122 inh: -8.4; Cneo AK release: -6.1; F508del corr: /; FN deposit inh: -10.6; PglD DTNB: -2.4

> C[C@@H]1CN([C@@H](C)CO)S(=O)(=O)c2ccc(C#Cc3ccccc3)cc2O[C@@H]1CN(C)S(=O)(=O)c1ccccc1F
  PGC1a acetyl inh: 3.8; Statin myotox sup: -18.5; INS-1E GSIS act: 6.3; miR122 inh: 16.0[16.7 µM]; Cneo AK release: -0.8; F508del corr: 2.0; FN deposit inh: /; PglD DTNB: 0.6

> COc1ccc(C(=O)Nc2nnc(SCC(=O)Nc3ccc(NC(C)=O)cc3)s2)c(OC)c1
  PGC1a acetyl inh: /; Statin myotox sup: -0.4; INS-1E GSIS act: 8.6; miR122 inh: -2.6; Cneo AK release: -0.2; F508del corr: -2.4; FN deposit inh: 0.7; PglD DTNB: 2.1

> CN(c1ccc(C(=O)Nc2cccc(O)c2)cc1)S(=O)(=O)c1ccccc1
  PGC1a acetyl inh: -4.6; Statin myotox sup: -5.7; INS-1E GSIS act: 6.4; miR122 inh: 0.3; Cneo AK release: -0.6; F508del corr: -2.3; FN deposit inh: 10.0; PglD DTNB: -0.6

More compounds:
SMILES | PGC1a acetyl inh | Statin myotox sup | INS-1E GSIS act | miR122 inh | Cneo AK release | F508del corr | FN deposit inh | PglD DTNB
COc1cccc(/C=N/n2c(=S)n(C)c3cc(C)c(C)cc32)c1OC | -9.9 | -12.2 | / | 2.8 | 0.9 | / | -2.9 | 0.7
C#CCSC1=C(C#N)C(c2cccs2)C(C(=O)OCC)=C(C)N1 (stereo unspecified) | -2.9 | -10.7 | / | 9.2 | -0.9 | / | -14.8 | 2.1
COc1cc(NC(=O)C2CCCN(c3ncccn3)C2)cc(OC)c1 (stereo unspecified) | 3.2 | 3.0 | / | 3.4 | -0.4 | / | 5.3 | -4.2
C[C@H]1CN([C@@H](C)CO)C(=O)Cc2cc(NC(=O)Nc3ccc(C(F)(F)F)cc3)ccc2O[C@@H]1CN(C)S(=O)(=O)c1cn(C)cn1 | 14.3 | 29.5 | 5.3 | -3.8[16.7 µM] | -1.8 | -2.1 | -2.0 | 1.1
COc1cccc(-c2ccc3c(c2)O[C@H](CN(C)C)[C@@H](C)CN([C@@H](C)CO)S3(=O)=O)c1 | 5.8 | 11.9 | 5.4 | 7.6[16.7 µM] | 55.1 | -3.5 | / | -52.8
CN(C)C(=O)c1cccc(-c2ccc([C@@H]3[C@H]4CN(C(=O)C5CCC5)CCCCN4[C@H]3CO)cc2)c1 | 3.3 | / | 0.7 | 5.3[16.7 µM] | 1.9 | -4.2 | / | 1.2
O=C1c2cccc3c([N+](=O)[O-])ccc(c23)C(=O)N1c1nccs1 | 17.6 | 24.8 | / | 7.3 | -0.8 | / | -3.9 | -0.1
CC(C)(C)NC(=O)COc1ccc(CNc2ccc3[nH]c(=O)[nH]c3c2)cc1 | / | -8.5 | / | -18.6 | 0.5 | / | -4.2 | -1.5
Cc1nc2cc(NC(=O)CS(=O)(=O)c3ccccc3)ccc2s1 | -5.5 | 3.0 | 5.7 | 21.4 | -3.3 | -2.3 | 11.8 | 4.3
O=C(NN=Cc1ccccc1OC(F)F)c1cccc(S(=O)(=O)N2CCCC2)c1 | -10.0 | 8.2 | 5.3 | 0.7 | -1.3 | -1.5 | 5.1 | -3.3
CCCCc1c(C)c(C#N)c2nc3ccccc3n2c1NCCN(C)C | 25.0 | 5.7 | -16.8 | / | 5.7 | 4.5 | -3.3 | 7.2
COc1ccc(N(CC(=O)N2CCCCCC2)S(=O)(=O)c2c(C)[nH]c(=O)[nH]c2=O)cc1 | 4.0 | 4.3 | 9.7 | -1.5 | 1.2 | -1.2 | -4.2 | 2.8
COc1cc2nc(C3CCC3)n(NC(=O)C(OC(C)=O)c3ccccc3)c(=O)c2cc1OC (stereo unspecified) | 1.9 | -0.4 | / | / | 1.1 | / | / | 1.4
CC(Nc1ccc(Cl)c(Cl)c1)C(=O)NN (stereo unspecified) | -2.7 | -5.7 | -0.5 | / | 2.4 | -1.3 | 3.2 | -2.2
CC(NC(=O)CCC(=O)c1cccs1)c1ccccc1 (stereo unspecified) | -0.2 | -4.3 | -7.1 | 1.2 | -0.4 | -0.9 | -6.2 | 0.1
COc1cc(-c2nnc3sc(-c4ccncc4)nn23)cc(OC)c1OC | -3.1 | 0.4 | 13.7 | 17.6 | -0.8 | -1.8 | 7.8 | 1.1
COc1ccc(NC(=O)Nc2cccc3c2O[C@H](CN(C)Cc2ccc(Oc4ccccc4)cc2)[C@@H](C)CN([C@@H](C)CO)C3=O)cc1 | 2.6 | 12.6 | -0.2 | 5.4[16.7 µM] | 55.5 | -3.5 | / | 0.0
COc1ccc(NC(=O)COC(=O)C2COc3ccccc3O2)cc1OC (stereo unspecified) | 2.6 | 6.5 | 7.2 | 1.0 | 2.2 | / | -2.0 | -6.5
Cc1ccc(-c2noc(CCC(=O)NCc3ccco3)n2)cc1 | 2.2 | -20.5 | -0.8 | -2.0 | 3.6 | / | -7.1 | 2.3
Cn1cccc1-c1cc(C(=O)N/N=C/c2cc(Br)ccc2O)[nH]n1 | / | -4.3 | -4.5 | -0.7 | 1.1 | 6.4 | 11.9 | 1.0
O=C(C[C@@H]1CC[C@H]2[C@@H](COC[C@H](O)CN2CCc2ccccc2)O1)NCc1ccc(F)cc1 | -1.7 | -7.6 | -1.0 | -4.4[16.7 µM] | 50.4 | -1.7 | -5.0 | -1.7
Nc1nnc(CCc2ccccc2)s1 | / | -9.4 | / | 0.4 | -0.3 | / | 0.2 | 3.1
COC(=O)C1(C(=O)OC)C(C(=O)c2ccccc2)C1c1ccccc1 (stereo unspecified) | -2.4 | 6.3 | -7.5 | -3.5 | -2.4 | -4.0 | -6.2 | -3.5
CC(=O)N1CCN(c2ccc(Nc3nc(C)nc4c3oc3ccccc34)cc2)CC1 | 9.1 | / | / | 5.8 | -14.5 | / | / | 1.3
CC(C)Nc1nc(NC(C)C)nc(N(C)n2cnnc2)n1 | -7.3 | 98.3* | 9.5 | -1.2 | -0.8 | / | / | -3.1
CN1C(=O)c2cc(NC(=O)C3CCCCC3)ccc2OC[C@@H]2O[C@H](CC(=O)NCCc3ccncc3)CC[C@H]21 | -10.5 | 10.3 | 4.8 | -0.5[16.7 µM] | -1.6 | 0.3 | -12.9 | -3.2
CCN1[C@@H]2Cn3c(ccc(-c4ccccc4F)c3=O)[C@H]1[C@@H](C(=O)NCc1ccccc1)[C@@H]2CO | / | 7.3 | 3.8 | 1.8[16.7 µM] | 1.6 | 1.6 | / | 2.0
CN1C(=O)c2cc(NC(=O)C3CC3)ccc2OC[C@H]2O[C@@H](CC(=O)Nc3cccc(Cl)c3)CC[C@@H]21 | -4.1 | / | 0.7 | / | / | 0.8 | -1.2 | /
COc1ccccc1C(NC(=O)C1CCN(CCOc2ccc3ccccc3c2)CC1)c1ccccn1 (stereo unspecified) | -30.1 | -26.0 | -47.1 | 0.8 | 7.1 | -0.3 | 3.7 | 3.8
COc1ccc(/C=N/NC(=O)C(=O)NCc2cccnc2)cc1 | -5.3 | / | -5.5 | -2.8 | 0.6 | 1.0 | 9.2 | /
COc1ccccc1CNS(=O)(=O)c1ccc2c(c1)N(C(C)=O)CCO2 | -18.1 | 7.1 | -1.6 | 18.0 | 0.3 | -3.6 | -3.7 | 0.6
